From PubChem BioAssay
influenza NS1A = H1N1 influenza NS1A inhibitors, functional cell based assay (AID 504329); NS1A functional cell-based assay, percent inhibition; higher % means a stronger effect; inhibition, % at 12.5 µM; hits with a dose series show IC50 in µM; 340,000 tested, 0.3% active; in the data active = a potency from the dose series; inconclusive = inhibition above about 27% without an active follow-up result; note: strong numbers were not always called active
inhibitors of VEEV = inhibitors of VEEV TC-83 cytopathic effect, confirmation, Vero cells (AID 588727); Vero cells, VEEV TC-83 cytopathic effect inhibition; higher % means a stronger effect; inhibition, % at 20 µM; hits with a dose series show IC50 in µM; 350,000 tested, 0.13% active; in the data active = a potency from the dose series; inconclusive = inhibition mostly from about 14% at the one dose, without a potency; inactive = the rest, 99 in 100 with inhibition below about 12%; note: strong numbers were not always called active
PhoP GFP inhibition = PhoP regulon inhibitors, Salmonella typhi PhoP promoter GFP reporter, confirmatory (AID 1850); 310,000 tested, 0.33% active; Salmonella Typhi PhoP-promoter GFP reporter, fluorescence, 4 h; higher % means a stronger effect; inhibition, % at 50 µM; hits with a dose series show IC50 in µM; in the data active = a potency from the dose series; inconclusive = inhibition mostly from about 25% at the one dose, without a potency; inactive = the rest, 99 in 100 with inhibition below about 19%;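 note: 0% = induced wells with vehicle and 100% = uninduced wells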
M. tuberculosis HTS = M. tuberculosis growth inhibition, HTS (AID 449762); M. tuberculosis H37Rv growth inhibition, 7H9 media; higher % means a stronger effect; one-dose inhibition, % at 25 µM; IC50 in µM for titrated hits; 330,000 tested, 0.59% active; in the data active = a potency from the dose series; inconclusive = inhibition above about 70% without an active follow-up result;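 note: bacterial growth assessed after seven days of incubation; strong numbers were not always called active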
tuberculosis growth = growth inhibition of non-replicating M. tuberculosis (AID 488890); Mycobacterium tuberculosis non-replicating, growth inhibition; higher % means a stronger effect; one-dose inhibition, % at 25 µM; IC50 in µM for titrated hits; 320,000 tested, 0.39% active; in the data active = a potency from the dose series; inconclusive = inhibition mostly from about 82% at the one dose, without a potency; inactive = the rest, 99 in 100 with inhibition below about 76%;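 note: plate controls were DMSO cells for no effect and high antibiotic wells for full effect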
inhibitors of VEEV 10K pilot screen = further read-out of inhibitors of VEEV, marked with its call; inhibition, %; measured here: 10K pilot screen inhibition
An asterisk follows results filed as active; i = inactive; ? = inconclusive; / = not tested or not shown. No enrichment for hits; 1.5% or so of the library scored in one or more.

SMILES	influenza NS1A	inhibitors of VEEV	PhoP GFP inhibition	M. tuberculosis HTS	tuberculosis growth	others
O=C(COc1ccccc1Cl)Nc1ccc(N2CCCC2)cc1	18%	4.5%	-7%	?	?
Cc1ccc(S(=O)(=O)C(CCC(=O)c2ccc(Cl)cc2)C(N)=O)cc1 (centres undefined)	1%	i	-5%	5%	13%
CC1CCCC(NC(=O)c2ccc(F)c(S(=O)(=O)N3CCOCC3)c2)C1C (centres undefined)	-1%	1.3%	6%	-3%	13%
O=C(Nc1nnc(CCc2ccccc2)s1)c1cccc(F)c1	-13%	2.3%	-10%	3%	63%
COc1cccc(CN(C)C(=O)C2CCN(S(=O)(=O)c3cccs3)CC2)c1OC	-13%	7.4%	/	-13%	2%
COc1ccc(-c2noc(-c3ccccc3C(=O)N3CCOCC3)n2)cc1	-1%	5.0%	12%	-12%	-4%	inhibitors of VEEV 10K pilot screen=0.3
CCCCNCC(=O)Nc1ccc(NC(=O)CNCCCC)cc1	11%	0.8%	-2%	1%	-10%
Cc1ccc(NC(=O)C2CC2c2ccccc2)cc1 (centres undefined)	-5%	1.6%	-3%	-5%	i
O=c1c2ccccc2nc(-c2ccccc2)n1CCCn1ccnc1	-2%	0.7%	-2%	-4%	5%
COc1ccc(OC)c(NC(=O)CN(c2ccc(C(C)C)cc2)S(=O)(=O)c2c(C)noc2C)c1	1%	2.8%	7%	-4%	/
C=CCn1c(CSCc2ccc(F)cc2)n[nH]c1=S	-11%	2.8%	-7%	-9%	19%
CN1CCN(c2ccc(S(=O)(=O)N3CCCCC3)cc2NC(=O)CCc2ccccc2)CC1	-5%	0.3%	/	-4%	-7%
CCOC(=O)c1cc(-c2ccc(OC)cc2)n(CCC(=O)NC2CCN(Cc3ccccc3)CC2)c1C	12%	i	2%	65%	29%
Cc1cc(-n2c(C)cc(C(=O)COc3ccc(F)c(F)c3)c2C)no1	-9%	2.7%	/	13%	75%
COc1cccc(N2CCN(C(=O)Cn3c(=O)oc4ccccc43)CC2)c1	-1%	1.1%	1%	7%	-7%
COc1ccccc1NC(=O)CC(=O)c1ccccc1	-3%	0.7%	-3%	2%	32%
CCN(CC)S(=O)(=O)c1ccc(Oc2ccccc2OC)cc1	16%	i	0%	-17%	3%
Cc1ccc(NC(=O)CSc2ncc3ccccn23)cc1	-7%	1.2%	5%	-3%	23%
Cc1cccc(NC(=S)Nc2ccccn2)c1	3%	1.8%	-1%	-8%	72%
Cc1cccc2cc(C3CC(c4ccco4)=NN3S(C)(=O)=O)c(Cl)nc12 (centres undefined)	2%	4.8%	15%	-5%	17%
O=C1Nc2cc(C(=O)N3CCC4(CC3)OCCO4)ccc2NC1CSCc1cccc(F)c1 (centres undefined)	/	/	-15%	-3%	35%
O=C(c1ccc(Cn2cc(Br)cn2)o1)n1cccn1	-27%	i	5%	4%	21%
CCn1c(SCC(=O)NC2CCCCC2)nnc1C(C)NC(=O)c1ccccc1F (centres undefined)	-5%	0.3%	-26%	4%	-14%
Cc1ccc2cc(C#N)c(N3CCCC3)nc2c1C	3%	0.5%	-5%	?	6%
CCOc1ccc(-c2csc3ncn(-c4ccc(OC)cc4)c(=O)c23)cc1	3%	0.1%	3%	-7%	3%
CCOC(=O)c1c(S(=O)(=O)Nc2ccc(F)cc2C)c(C)n(C)c1C	-1%	1.3%	-8%	1%	17%
O=C(NC1=C(NC2CCS(=O)(=O)C2)C(=O)c2ccccc2C1=O)c1ccccc1 (centres undefined)	-5%	i	-27%	5%	67%
Cn1c(SCC(=O)NCC2CCCO2)ncc(C(=O)Nc2ccccc2)c1=O (centres undefined)	-7%	6.7%	1%	54%	62%
COc1ccc(C(=O)COC(=O)c2nc3nccc(C)n3n2)cc1F	-5%	3.1%	/	-11%	9%
O=C(Oc1cccc(C(=S)N2CCOCC2)c1)c1ccc([N+](=O)[O-])cc1[N+](=O)[O-]	9%	0.4%	12%	41%	36%

The list goes on, overlapping the part above by two compounds.
SMILES	influenza NS1A	inhibitors of VEEV	PhoP GFP inhibition	M. tuberculosis HTS	tuberculosis growth	others
COc1ccc(C(=O)COC(=O)c2nc3nccc(C)n3n2)cc1F	-5%	3.1%	/	-11%	9%
O=C(Oc1cccc(C(=S)N2CCOCC2)c1)c1ccc([N+](=O)[O-])cc1[N+](=O)[O-]	9%	0.4%	12%	41%	36%
C#CCn1c(S(=O)(=O)Cc2ccc(C)cc2)nc(-c2ccccc2)c1-c1ccccc1	-8%	3.8µM*	0%	1%	-3%
O=C(CCNS(=O)(=O)c1ccccc1C(F)(F)F)NCCCN1CCOCC1	-15%	0.5%	/	-2%	-2%
Cc1cc(C)n(-c2nc(SCC(=O)N3CCCC3)c3c4c(sc3n2)CCCC4)n1	-4%	4.2%	-11%	?	?
CNS(=O)(=O)c1cccc(C(=O)OCc2cc(=O)oc3c(C)c(O)ccc23)c1	6%	6.8%	55%	-4%	8%
COCCN(CCOC)c1nc(-c2ccc([N+](=O)[O-])cc2)nc2ccccc12	11%	i	-5%	3%	8%
COc1ccc(N2CCN(C(=O)C(=O)c3c[nH]c4ccccc34)CC2)cc1	6%	1.6%	12%	2%	0%
O=C(COC(=O)CCS(=O)(=O)c1ccc(Cl)cc1)NC1CCCCC1	3%	0.1%	-3%	-7%	19%
Cc1ccc(C(=O)NNC(=O)c2ccncc2)cc1S(=O)(=O)N1CCCCC1	-4%	0.9%	3%	?	5%
Cc1ccc(S(=O)(=O)N(CC(=O)N2CCC(C)CC2)c2cccc(C)c2)cc1	-3%	0.6%	14%	-4%	1%
CC1(C)CC(Nc2ccc(C(F)(F)F)cc2[N+](=O)[O-])CC(C)(C)N1	0%	0.9%	-5%	-2%	43%

Structures shown so far with an aryl thioether with sulfur outside any ring (4):
SMILES	influenza NS1A	inhibitors of VEEV	PhoP GFP inhibition	M. tuberculosis HTS	tuberculosis growth	others
Cc1ccc(NC(=O)CSc2ncc3ccccn23)cc1	-7%	1.2%	5%	-3%	23%
CCn1c(SCC(=O)NC2CCCCC2)nnc1C(C)NC(=O)c1ccccc1F (centres undefined)	-5%	0.3%	-26%	4%	-14%
Cn1c(SCC(=O)NCC2CCCO2)ncc(C(=O)Nc2ccccc2)c1=O (centres undefined)	-7%	6.7%	1%	54%	62%
Cc1cc(C)n(-c2nc(SCC(=O)N3CCCC3)c3c4c(sc3n2)CCCC4)n1	-4%	4.2%	-11%	?	?

(list continues)
SMILES	influenza NS1A	inhibitors of VEEV	PhoP GFP inhibition	M. tuberculosis HTS	tuberculosis growth	others
O=C(Cc1ccc(-n2cccc2)cc1)NCc1cccs1	1%	6.8%	-8%	4%	25%
COc1ccc(N(Cc2cc3cccc(C)c3[nH]c2=O)S(=O)(=O)c2ccc(OC)cc2)cc1	-2%	2.9%	0%	5%	-2%
CCc1ccc(S(=O)(=O)NCc2csc(-c3ccccc3)n2)s1	25%	i	-6%	-3%	-11%
CCN(CC)c1ccc(/C=N/NC(=S)NC)c(O)c1	24%	8.2%	0%	70%	?
COC(=O)c1ccc(NC(=O)Cn2nc(C)cc2C)cc1	2%	0.8%	3%	8%	1%
O=C1CCc2cc(S(=O)(=O)N3CCC(C(=O)NCc4ccccc4Cl)CC3)ccc2N1	-7%	i	-18%	0%	/
O=C(O)c1ccc(Oc2c(C(F)(F)F)oc3cc(O)ccc3c2=O)cc1	0%	i	-10%	-11%	-3%
CCN(CC)c1ccc(/C=N/O)cc1	4%	2.9%	-20%	6%	-3%
COc1ccccc1C(=O)NCCC(=O)NN1C(=O)NC2(CCCCC2)C1=O	-5%	2.1%	-1%	-15%	-13%
COc1ccc(CCC(=O)Nc2ccc(C)c([N+](=O)[O-])c2)cc1	14%	0.7%	4%	3%	56%
COc1ccc(CCNC(=O)C(=O)NCC2OCCN2S(=O)(=O)c2ccc3c(c2)OCCO3)cc1OC (centres undefined)	-4%	5.7%	-7%	1%	8%
O=C(C=Cc1ccccc1)c1cccs1	-3%	35%	/	/	/
CC1(O)CC(C)(C)C(C#N)C(=O)N1 (centres undefined)	1%	0.6%	/	/	/
Cc1ccc(-c2nnn(CC(=O)N(Cc3ccco3)C(C(=O)NC(C)(C)C)c3ccncc3)n2)o1 (centres undefined)	0%	0.2%	-1%	10%	15%
NC(=O)c1nsc(C(=O)N(c2ccc(F)cc2)C(C(=O)NCC2CCCO2)c2c[nH]c3ccccc23)c1N (centres undefined)	3%	2.4%	-2%	-2%	5%
CCC(=O)NC(NC(=O)CC)C(Cl)Cl	4%	4.1%	4%	-7%	-5%
CCCCN1CN=C(Nc2nc3ccccc3o2)NC1	2%	2.3%	-7%	-3%	6%
COc1ccccc1N1CCN(C(=O)c2ccc(NC(C)=O)cc2)CC1	3%	0.6%	2%	3%	11%
O=C(c1cc2nc(C3CC3)cc(C(F)(F)F)n2n1)N1CCCC1	7%	0.2%	2%	-4%	10%
O=C(c1ccccc1)c1ccc(OCC(O)CNC2CCCc3ccccc32)cc1 (centres undefined)	-3%	0.5%	-6%	?	79%
O=P(/C(=N/O)N1CCCCC1)(N1CCOCC1)N1CCOCC1	-7%	0.3%	-5%	5%	1%
CC(=O)c1ccccc1NC(=O)CC1(CC(=O)O)CCCCC1	7%	3.4%	-4%	-12%	4%
Cc1ccc2nc(C)cc(C(=O)N3CCCC(CO)(Cc4ccccc4C)C3)c2c1 (centres undefined)	0%	8.1%	9%	5%	29%
COc1ccc(-c2nc(NC(=O)c3nc4nccc(C)n4n3)sc2C)cc1	-14%	2.7%	-39%	30%	19%
Cc1ccc(NC(=S)N/N=C2/CCCc3c(C)cc(C)cc32)cc1	-2%	0.7%	-2%	-2%	2%
Cn1c(O)c(C=Nc2cccc(C(F)(F)F)c2)c(=O)n(C)c1=O	-3%	i	-3%	11%	3%
COc1ccccc1C(=O)NCCC(=O)NC1CCCCC1C (centres undefined)	0%	1.5%	0%	-8%	-8%
CCOC(=O)Cn1cc(/C=C/[N+](=O)[O-])c2ccccc21	11%	9.8%	6%	35%	73%
Cc1c(C)c2ccc(OC(C)C(=O)NCc3ccccn3)cc2oc1=O (centres undefined)	6%	0.2%	6%	3%	-1%
COc1ccccc1N1CCN(Cc2ccccc2Cl)CC1	-1%	i	0%	3%	6%

Nothing new here: entries from further up.
SMILES	influenza NS1A	inhibitors of VEEV	PhoP GFP inhibition	M. tuberculosis HTS	tuberculosis growth	others
O=P(/C(=N/O)N1CCCCC1)(N1CCOCC1)N1CCOCC1	-7%	0.3%	-5%	5%	1%
CC(=O)c1ccccc1NC(=O)CC1(CC(=O)O)CCCCC1	7%	3.4%	-4%	-12%	4%

More compounds.
SMILES	influenza NS1A	inhibitors of VEEV	PhoP GFP inhibition	M. tuberculosis HTS	tuberculosis growth	others
COc1cccc(/C=C/C(=O)OCC(=O)NCCC2=CCCCC2)c1	4%	0.1%	-1%	?	69%
Cc1cc(/C=C(\C#N)C(=O)NCCc2c[nH]c3ccccc23)c(C)n1C	2%	7.6%	-6%	3%	-3%	inhibitors of VEEV 10K pilot screen=3.0
CC(=O)c1ccc2oc3ccccc3c(=O)c2c1	-12%	1.0%	-10%	-5%	2%
CC(CCc1ccccc1)NC(=O)CNC(=O)COc1ccccc1 (centres undefined)	8%	0.1%	6%	-1%	68%
N#CCSc1nnc(Cc2cccs2)n1C1CCCCC1	-3%	6.2%	-8%	-7%	25%
Cc1cc(C(=O)COC(=O)CNC(=O)c2ccc(Cl)c(Cl)c2)c(C)n1Cc1ccco1	-16%	i	-3%	-3%	14%
COc1c(C)cc(Br)cc1C(=O)Nc1ccc(Cc2ccncc2)cc1	-7%	1.8%	-35%	6%	38%
CC1(C)Cc2ccccc2-c2nnc(SCC(=O)N3CCc4ccccc43)n21	5%	2.7%	1%	0%	-7%
CCCNC(=O)c1nn2cc(Br)cnc2c1Br	-3%	0.5%	2%	-3%	30%
O=C(Cc1ccccc1)Nc1c(C(=O)N2CCCCCC2)cnn1-c1ccccc1	4%	i	-10%	-5%	0%
CCOc1ccccc1N(CC(=O)NC1CCCCC1)S(=O)(=O)c1ccc(C)cc1	3%	2.5%	1%	-4%	-2%
Cc1ccccc1/C=C\c1nc2ccccc2c(=O)n1Cc1ccccc1	11%	8.7%	-9%	11%	73%
O=C(O)CCN1C(=O)C2C3C=CC(C3)C2C1=O (centres undefined)	7%	i	-19%	2%	-4%
O=C(Nc1cccc(F)c1)C1CCCN(S(=O)(=O)c2cnc[nH]2)C1 (centres undefined)	-1%	0.7%	1%	4%	-17%
COc1ccc(-c2nnc(SCC(=O)NC(=O)Cc3ccccc3)n2C)cc1	-3%	1.8%	/	-7%	-7%
COc1cccc(-c2cc(C(=O)N3CCN(c4ccccc4OC)CC3)no2)c1	-2%	3.2%	8%	11%	24%
O=S(=O)(NC1CC1)c1ccc(S(=O)(=O)N2CCN3CCCC3C2)cc1 (centres undefined)	-2%	i	4%	4%	0%
